# LDHA inh: LDHA (human) enzyme inhibition; hit rate 0.15% among 480,000; purified LDHA, NADH/diaphorase-resazurin fluorescence; active compounds read low; activity change, % (values are at about 110 or 230 µM); AID 1347041; in the data active means activity change below about -30%; inconclusive means mostly about -25% to -30%;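 further: plate controls were DMSO wells for no effect and wells without enzyme for full effect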
#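 Remaining NADH was detected by diaphorase (0.133 mg/mL) converting 37 µM resazurin to fluorescent resorufin, read at 0 and 20 minutes. The preceding 5-minute room-temperature reaction used 2 nM LDHA, 0.2 mM sodium pyruvate and 0.06 mM NADH at pH 7.4.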
# ALOX12 inh: ALOX12 (human) lipoxygenase inhibition. P18054. purified 12hLO, xylenol orange hydroperoxide absorbance. Potency, µM (titrated, usually from 108 µM), for the others: top-dose activity change, negative = inhibition, most hits filed as inhibitors. hit rate 1.1% among 580,000; active means well fitted inhibition curve with a large enough effect; inconclusive means small, poorly fitted or top-dose-only effect, or another doubt; inactive means no such curve, though single readings can be large or run the other way; further: potency means the concentration at half of the fitted maximal effect
# Target sequence (P18054 whole entry, looked up): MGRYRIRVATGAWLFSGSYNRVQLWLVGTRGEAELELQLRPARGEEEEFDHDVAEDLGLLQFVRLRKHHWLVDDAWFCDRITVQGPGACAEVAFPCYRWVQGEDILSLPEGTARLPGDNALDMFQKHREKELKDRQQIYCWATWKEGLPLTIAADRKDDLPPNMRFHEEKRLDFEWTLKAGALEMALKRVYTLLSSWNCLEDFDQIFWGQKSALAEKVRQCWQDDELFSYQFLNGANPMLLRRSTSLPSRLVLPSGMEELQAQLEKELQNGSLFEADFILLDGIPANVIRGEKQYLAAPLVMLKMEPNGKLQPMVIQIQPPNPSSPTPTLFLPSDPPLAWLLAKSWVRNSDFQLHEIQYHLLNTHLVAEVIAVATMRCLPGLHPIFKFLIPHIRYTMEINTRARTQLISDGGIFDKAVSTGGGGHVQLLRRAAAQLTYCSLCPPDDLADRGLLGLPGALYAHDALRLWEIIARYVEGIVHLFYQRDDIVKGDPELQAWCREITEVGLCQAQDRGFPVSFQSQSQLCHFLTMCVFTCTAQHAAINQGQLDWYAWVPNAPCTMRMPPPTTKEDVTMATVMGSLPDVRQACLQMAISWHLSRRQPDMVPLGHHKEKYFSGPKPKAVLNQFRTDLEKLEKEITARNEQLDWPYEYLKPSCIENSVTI
#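 Purified human 12hLO (150 nM final) in 25 mM Hepes, 0.01% Triton X-100, pH 7.0 was preincubated 15 min at room temperature with compound. Then 40 uM arachidonic acid was added, 30 min. Hydroperoxide was read by Fe-XO absorbance ratio 573/405 nm.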
# * = called active by the depositor; ? = inconclusive; [ ] = another dose, or the depositor's remark. Unless noted, on the % scale 0 is the no-effect control and ±100 the full control effect.
LDHA inh,ALOX12 inh,Structure
-9,?,CCCc1nnc2sc(-c3ccc4c(c3)OCCO4)nn12
4,?,Cc1ccc(C(=O)/C=C/c2ccc(/C=C/C(=O)c3ccc(C)cc3)o2)cc1
-1,?,CC1=C(C(=O)Nc2ccc(Cl)cc2)C(c2ccncc2)n2ncc(C(=O)Nc3ccccc3)c2N1 (configuration not stated)
0,17%,CCC(=O)Nc1ccc(OCc2cc(=O)n3cccc(C)c3n2)cc1
-1,-23%,CN(Cc1ccccc1)Cc1cc(=O)oc2ccccc12
5,-29%,CNc1ccc(Br)cc1C
-1,3%,O=C(Cn1cnc2c(nnn2Cc2ccc(F)cc2)c1=O)N1CCCCCC1
0,-8%,CC(C(=O)Nc1ccccc1)n1nc(-c2ccccc2)c2c(c1=O)CCCC2 (configuration not stated)
2,27%,CCCc1nc2n(n1)C1(CCCCC1)[C@@H]1CCCC[C@@H]1N2C(=O)CC
-3,-23%,CCc1nc2ccc(C(=O)N3CCN(C)CC3)cn2c1N(CCC(C)C)CCN(C)C
-1,-5%,CCN1C(=O)N2C[C@H]3CON(C)[C@H]3C[C@H]2c2ccccc21
-5,?,O=C1Nc2ccccc2C(=O)N2c3ccccc3NC(=O)C12 (configuration not stated)
-7,-17%,Cc1ccc(NC(=O)Cn2nc(C(=O)O)c3ccccc3c2=O)c(Cl)c1
4,-17%,Cc1cc(NS(=O)(=O)c2ccc(NC(=O)c3oc4ccc(F)cc4c3C)cc2)nc(C)n1
-15,41%[activator],COc1cccc(/C=C(/CCC(=O)O)c2nc3ccccc3s2)c1

# Next section
LDHA inh,ALOX12 inh,Structure
19,2%,COc1ccc(Cl)c(Cn2c(NCC3CCCO3)nc3c2c(=O)n(C)c(=O)n3C)c1 (configuration not stated)
1,15%,COc1cccc(-c2cnc(C(O)c3cccc(C)c3C)[nH]2)c1 (configuration not stated)
6,8%,Cc1ccccc1CNC(=O)c1ccc2c(c1)CCCC2
2,?,OCc1ccccc1-c1ccc2nccn2c1
2,-40%,C/C(=C/C(=O)NS(=O)(=O)C(C)C)c1ccc(F)cc1
8,8%,O=C(Cc1ccc(Cl)c(Cl)c1)NCc1ccccn1
4,?,O=C(OCc1ccc([N+](=O)[O-])cc1)C1(c2ccccc2)CC1
4,7.9µM*,CC1(Br)C(Sc2ccccc2[N+](=O)[O-])=Nc2ccccc21 (configuration not stated)
14,-75%,Cn1ccc2c(N3CCCC3)cc3c(c21)C1CCC3O1 (configuration not stated)
0,-1%,Cc1ccc(/C=N/O)o1
-1,?,Cc1cc2nc(-c3nnnn3Cc3ccccc3)c(=O)[nH]c2cc1C
-1,6%,CCc1nc2ccc(C(=O)NCC3CCCCC3)cn2c1N(C)Cc1nccs1
5,0%,CCC(C)NC(=O)c1sccc1-c1ccccc1 (configuration not stated)
2,24%,COc1ccc(-c2ccc(=O)n(CC(=O)N3CCc4ccccc4C3)n2)cc1OC
-18,24%,COC(=O)CCNC(=O)c1cc(C2CC2)nc2ccccc12

# (more compounds)
LDHA inh,ALOX12 inh,Structure
3,13%,COc1ccc2cc(C(=O)Nc3ccc(Nc4ccccc4)cc3)[nH]c2c1
-1,3%,CCCCN1CCN(c2nc3c(c(=O)[nH]c(=O)n3C)n2Cc2ccccc2)CC1
-5,8%,CCNC(=O)C1CCCN(C(=O)c2cccc(Cl)c2)CC1 (configuration not stated)
-5,-27%,CC(=O)Nc1cccc(-c2csc(C(O)c3cccc(Cl)c3)n2)c1 (configuration not stated)
1,-9%,C#CCNC(=O)C[C@@H]1C[C@@]2(C(=O)OC)CC(C)(C)CC=C2N(Cc2ccccc2)C1=O
0,-18%,O=C(c1nn(-c2ccccc2)c(=O)c2ccccc12)N(Cc1ccccc1)C1CC1
1,8%,Cc1ccc(-c2[nH]c3ccccc3c2C=O)cc1
4,26%,Cc1ccc(C(=O)CCC(=O)CCC(=O)O)s1
4,-12%,CSc1cccc(NC(=O)c2ccc(F)cc2F)c1
9,-9%,O=C(Nc1ccc(-c2nc3ccccc3s2)cc1)C1CCN(C(=O)c2cccs2)CC1
-17,-26%,CCCCNC(=O)c1ccc(Cl)c(Cl)c1
-3,?,COCCNC(=O)c1cc(-c2ccccc2Cl)nc2ccccc12
4,-35%,CCCCN(C)CCC(=O)Nc1cccc(F)c1
8,?,Cn1c(=O)[nH]c(=O)c2c1nc(N1CCN(Cc3ccc(Cl)cc3)CC1)n2Cc1ccccc1F
18,-1%,Cc1c(C)c2ccc(OC(C)C(=O)NCCc3ccc(S(N)(=O)=O)cc3)cc2oc1=O (configuration not stated)

# Additional records follow:
LDHA inh,ALOX12 inh,Structure
4,-38%,CCn1cnc2c1c(=O)n(CC(=O)NCC1CCCO1)c(=O)n2Cc1ccccc1 (configuration not stated)
11,-37%,COc1ccc(N2CCN(c3cc(C(=O)Nc4cc(OC)c(OC)c(OC)c4)ncn3)CC2)cc1OC
6,8%,CCCCCn1nc(C(=O)Nc2cccc(C#N)c2)c2ccccc2c1=O
11,36%[activator],CCNC(=O)CN1CCN(Cc2coc(-c3ccccc3)n2)CC1
1,-7%,O=C1c2ccccc2C(c2nnnn2-c2ccc3c(c2)OCCO3)N1CCc1ccc(O)cc1 (configuration not stated)
9,-2%,Nc1[nH]c(C(=O)c2ccccc2)c(-c2ccccc2Br)c1C(=O)c1ccccc1
0,-1%,Cc1ccc(S(=O)(=O)Cc2ccc(C(=O)O)cc2)cc1
-1,-2%,COc1cc(C)cc2oc(=O)c(CC(=O)NCc3ccc(F)cc3)c(C)c12
-2,?,COc1ccc(NC(=O)c2nc3ccccc3nc2N2CCOCC2)c(OC)c1
-2,?,CCOC(=O)C1(C)CCN1C(=O)c1cccnc1Oc1ccccc1 (configuration not stated)
3,2%,O=C(CCc1ccccc1F)NCc1nc2ccccc2s1
-3,-2%,C[C@H]1CNC(=O)c2c(C(=O)N3CCN(C(=O)OC(C)(C)C)CC3)ncn21
-19,?,CC1CCCN(C2CCN(Cc3ccc(Cl)cc3)CC2)C1 (configuration not stated)
0,10%,Cc1ccc(Cl)c(NC(=O)NCc2nc(-c3cccc(Cl)c3)oc2C)c1
9,10%,COc1ccc(NC(=O)NC(C(=O)N2CCc3ccccc32)C(C)C)cc1OC (configuration not stated)

# (more compounds)
LDHA inh,ALOX12 inh,Structure
-22,50%[activator],O=C(NCc1ccc(Cl)cc1)C(=O)Nc1cccc(O)c1
-2,19%,Cc1ncsc1C(=O)N(Cc1cccs1)C1CC1
6,-4%,CN(C)c1cc(CNC(=O)/C=C/c2ccc(F)cc2)ccn1
-10,-19%,CCCCC(=O)Nc1cccc(NC(=O)c2cccc3c(Br)cccc23)c1
-8,?,COCc1cccc(-c2csc(C(C)(O)c3cccc(OC)c3)n2)c1 (configuration not stated)
-10,?,COc1cc(CNCC(O)c2ccccc2)ccc1Oc1nnnn1-c1ccccc1 (configuration not stated)
4,4%,O=C(CN1CCN(C(=O)c2cc(-c3ccncc3)nc3ccccc23)CC1)N1CCOCC1
5,-57%,Cc1c(NC(=O)CC23CC4CC(CC(C4)C2)C3)cccc1-c1nc2ncccc2o1
-13,5%,O=C(CCc1ncc(-c2c(F)cccc2F)o1)NC1CCN(Cc2ccccc2)C1 (configuration not stated)
-12,29%,Cc1ccc(C(=O)COC(=O)c2cc3ccccc3oc2=O)cc1C
12,-23%,CCc1nnc(SCC(=O)N(C)CCOc2ccc(Br)cc2)n1C
-6,?,c1ccc(-c2ccc3cnccc3n2)cc1
1,?,Cc1ccc2nc(-c3ccc(NC(=O)C4CC4)cc3)oc2c1
10,-6%,COCCn1c(SCC(=O)c2ccccc2OC)nnc1-c1ccc(Cl)cc1
67,?,Cc1ccccc1C1CC(=O)N2CN(Cc3ccccc3)CSC2=C1C#N (configuration not stated)

# Continuation:
LDHA inh,ALOX12 inh,Structure
-6,8%,CN(Cc1ccccc1)C(=O)c1ccc2sc([C@@H]3O[C@H](CO)[C@H](O)[C@H](O)[C@H]3O)nc2c1
-21,4%,COc1ccc(NC(=O)NCCC(=O)N(C)Cc2ccc(Cl)c(Cl)c2)cc1
5,-2%,COc1cccc(-c2ccc(=O)n(CC(=O)N3CCc4ccccc4C3)n2)c1
-23,24%,COC(=O)c1ccc(CNC(=O)Nn2cnc3ccccc32)cc1
2,-6%,CCn1c(=O)c2cc(C(=O)N(C)c3ccccc3C)sc2c2ccccc21
-6,?,COc1cc(C(=O)/C(=C/c2ccncc2)c2nc3ccccc3o2)cc(OC)c1OC
2,?,Cc1csc2nc(CSc3ccc(Cl)cc3)c(Br)n12
3,16%,CCc1ccc(Nc2nnc(SC(C)C#N)s2)cc1 (configuration not stated)
-3,?,CC(C)C[C@H]1CN(CCCC[C@H]2CNC(=O)C(=O)N2Cc2ccccc2)C(=O)C(=O)N1CC1CCCCC1
-3,?,FC(F)(F)c1ccccc1Cc1c(-c2cccc(Cl)c2)nc2ccc(Cl)cn12
2,?,O=C1NC(c2ccccc2Br)=N/C1=C\c1ccc2c(c1)OCO2
-1,-29%,CN1CCN(c2ncnc3c2ncn3[C@H]2CN(Cc3ccc(C(=O)O)cc3)C[C@@H](CO)O2)CC1
16,15%,CC(=O)NCCNC(=O)CCc1ncc(-c2ccccc2F)o1
-1,-3%,CCCNC(=O)c1ccc2c(=O)n(CCc3ccccc3)c(SCC#N)nc2c1
-9,?,CN(C)c1ccc(NC2=C(C(N)=O)S(=O)(=O)c3ccccc32)cc1

# (cont.)
LDHA inh,ALOX12 inh,Structure
14,-27%,COc1ccc(C(=O)COC(=O)CCC(=O)c2cc(C)sc2C)c(OC)c1
-1,11%,N#Cc1ccc(N2CCC(C(=O)NCCc3cccs3)CC2)nc1
32,11%,CC(C)(Oc1ccc(F)cc1F)C(=O)Nc1cc(C(C)(C)C)on1
3,3%,CCc1ccc(-c2cc(C(F)(F)F)n3nc(C(=O)NCc4cnn(C)c4C)cc3n2)s1
3,-5%,CCCNC(=O)c1cc(C2CCCCN2C(=O)OCC(C)C)on1 (configuration not stated)
-7,5%,O=C(OCCOc1ccc(F)cc1)c1ccc2nccnc2c1
-8,14%,CCOC(CNC(=O)CS(=O)Cc1nc(-c2ccc(Cl)cc2)oc1C)OCC (configuration not stated)
-11,50%[activator],O=C(COC(=O)c1ccc(N2CCCC2=O)cc1)c1ccc2c(c1)CCCC2
8,?,CCN1C(=O)c2ccccc2NC1c1cc2ccccc2[nH]c1=O (configuration not stated)
4,-5%,CCCC(C(=O)NCCc1ccccn1)c1ccccc1 (configuration not stated)
-6,-15%,COc1cc(CN2CCC(C(=O)NC(c3ccc(F)cc3)c3ncccc3C)CC2)cc(OC)c1 (configuration not stated)
0,?,Cc1cc(C)cc(NC(=S)NNC=O)c1
0,-3%,COc1cccc2cc(-c3cc(=O)oc4ccc(C)cc34)oc12
9,-9%,CC(=O)NC(CC(=O)Oc1ccc(-c2ccc(C#N)cc2)cc1)c1ccc(C)cc1 (configuration not stated)
4,?,CN1CCN(C(=O)c2c(NC(=O)c3ccccc3Cl)sc3c2CCC(C(C)(C)C)C3)CC1 (configuration not stated)

# Additional results.
LDHA inh,ALOX12 inh,Structure
-9,-5%,CCC(C(=O)Nc1c(C)cccc1C)n1c(-c2cc(C)cs2)nc2ccccc21 (configuration not stated)
-3,?,CC(=O)c1cc(Cl)ccc1OC(=O)c1ccc(C)cc1
0,?,Cc1ccc(CNC(=O)CCCn2c(C)c3cnn(-c4ccccc4)c(=O)c3c2C)cc1
6,-21%,C#CCN1CCC(C(=O)NC2CCN(C(=O)C3CCCCC3)CC2)CC1
0,-1%,CCCc1cc(=O)[nH]c(SCc2noc(-c3ccc(F)cc3)n2)n1
2,9%,Cc1nc(/C=C/C(=O)N2CCCC2)cs1
-1,25%,CCOC(=O)C1=C[C@@H](C(C)C)N(S(=O)(=O)c2ccc([N+](=O)[O-])cc2)[C@H]1c1ccccc1
-2,-6%,Cc1cccc2c(=O)cc(C(=O)N3CCOC34CCN(C)CC4)oc12
1,-4%,CCc1ccc(NC(=O)c2nc(S(C)(=O)=O)ncc2N(Cc2ccccc2)Cc2ccco2)cc1
9,18%,Cc1ccc(C)c(-n2c(C)nc3c(cnn3-c3ccc(F)cc3)c2=O)c1
6,?,COc1ncccc1C(=O)Nc1c(-c2ccccc2)[nH][nH]c1=O

# An excerpt (hit frequency here may not be typical).
